# Source: PubChem BioAssay
# CAL PDZ FP-1 – untagged CAL PDZ binding inhibitors, primary screen, biochemical, fluorescence polarization, HTS | 300,000 tested, 0.92% active | purified CAL PDZ, TMR-peptide fluorescence polarization, 1 h | Golgi-associated PDZ and coiled-coil motif-containing protein (Homo sapiens), Q9HD26 | inhibition, % at 24.9 µM | AID 602252, 2012;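 active = mean inhibition of at least 30% with at least half of replicates also reaching 30%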;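 note: 0% = DMSO neutral control and 100% = excess unlabeled competitor peptide PRC23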
# V-ATPase pH – regulators of yeast V-ATPase proton pumping, primary screen, pHLuorin cytosolic pH fluorescence. S. cerevisiae. response, % at 10 µM. 350,000 tested, 0.37% active; in the data active = response mostly above about 7.3%, no sharp cut-off; inactive = mostly below about 5.4%; note: actives read high; inactives centre near 0; some compounds called inactive have numbers as strong as hits; reference of the scale not given here
# Tat export inh – E. coli Tat export inhibitors, primary screen, MC4100, TorA-mCherry reporter, fluorescence, single point; AID 488895, 2010; inhibition, % at 10 µM; 340,000 tested, 0.036% active;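 active = mean replicate inhibition at least 50% and at least half of replicates individually reaching 50%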;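 note: exported cargo escapes ClpAP degradation while cytoplasmic cargo is degraded and loses fluorescence; 0% = median of neutral control wells and 100% = median of NaSCN control wells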
# MITF TRPM1 HTS – activators of MITF-driven TRPM1 promoter reporter, primary screen, cell-based, SK-MEL-5, luciferase, single point; activation, % at 12.5 µM; AID 588334, 2011; 300,000 tested, 0.75% active; SK-MEL-5 TRPM1-promoter luciferase, 24 h; % of positive control, neutral wells = 0;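 active = mean activation of at least 80% with every replicate also reaching 80%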;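 note: 0% = neutral control wells and 100% = parthenolide positive control wells; values of inactives mirror those of a sister screen read the other way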
# dFosB activator – activators of delta FosB homodimer, primary screen, biochemical, fluorescence polarization, TAMRA-CDK5 oligo, single point. Protein FosB (Mus musculus), P13346. purified delta FosB; percent of positive-control signal above neutral wells. activation, % at 25 µM. 340,000 tested, 0.99% active;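 active = mean activation above about 17%, with every replicate also reaching it, limit read from the data, passing the limit was not always enough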;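 note: fluorescence polarization rise as delta FosB binds a TAMRA Cdk5 AP-1 oligo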
# Target sequence (P13346 whole entry, looked up): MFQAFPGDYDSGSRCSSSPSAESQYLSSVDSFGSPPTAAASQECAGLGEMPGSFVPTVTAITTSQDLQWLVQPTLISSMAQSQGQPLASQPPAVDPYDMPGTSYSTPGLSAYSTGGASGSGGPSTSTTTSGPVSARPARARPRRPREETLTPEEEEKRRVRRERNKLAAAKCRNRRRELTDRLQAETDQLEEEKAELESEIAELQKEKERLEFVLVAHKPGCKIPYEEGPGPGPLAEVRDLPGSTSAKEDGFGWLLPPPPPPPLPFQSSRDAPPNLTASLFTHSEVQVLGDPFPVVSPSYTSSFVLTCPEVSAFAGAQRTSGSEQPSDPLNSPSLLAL
# CAL PDZ FP-2 – CAL PDZ peptide-binding inhibitors, primary screen, biochemical, fluorescence polarization, Cer-tagged CAL PDZ, HTS; Golgi-associated PDZ and coiled-coil motif-containing protein (Homo sapiens), Q9HD26; purified CAL PDZ, TMR-peptide fluorescence polarization, 1 h; inhibition, % at 20 µM; 330,000 tested, 0.02% active; AID 504414, 2011;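 active = highest replicate inhibition of at least 40%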;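 note: plate controls were DMSO neutral control wells for no effect and unlabeled competitor peptide control wells for full effect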
#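 material = purified tagged CAL PDZ domain construct (CerCALP) | compound dosing = 20 µM, one dose | times = 1 h at RT | measured by = fluorescence polarization from S- and P-plane intensities, G-factor corrected | read-out = inhibition from polarization loss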
# Wnt bcat act – Wnt/beta-catenin pathway activators, primary screen, cell-based, plate reader, single point; activation, % at 9.35 µM; 300,000 tested, 1.2% active; AID 743398, 2014; Wnt/beta-catenin reporter cell assay, activator; in the data active = activation above about 30%, passing the limit was not always enough;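 note: 0% = neutral control wells and 100% = positive control wells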
# Rtt109 HAT inh – inhibitors of C. albicans Rtt109/Vps75 HAT, primary screen, biochemical, ThioGlo CoA-SH fluorescence, plate reader; Histone acetyltransferase RTT109 (Candida albicans (strain SC5314 / ATCC MYA-2876)), …; purified Rtt109/Vps75, 4 h; inhibition, % at 34.9 µM; 330,000 tested, 0.16% active;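 active = inhibition of at least 50% in every replicate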
# RTF Ca sens act – cardiac RTF calcium sensitivity activators, primary screen, biochemical, IANBD-TnC fluorescence, EC20 calcium | 340,000 tested, 0.24% active | Troponin I, cardiac muscle (Homo sapiens) + Troponin T, cardiac muscle (Homo sapiens) + … | IANBD-labeled TnC RTF fluorescence at EC20 calcium; 0% EC20 calcium, 100% full calcium | AID 493008, 2010 | activation, % at 7.2 µM;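 active = activation above the mean over all tested compounds plus 3 SD, cut at about 30% in these data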;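 note: rise in fluorescence read as greater calcium sensitivity of cardiac thin filaments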
# CDK5 p35 inh – inhibitors of human CDK5/p35 kinase, primary screen, biochemical, single concentration; Recombinant CDK5/p35, ADP-Glo luminescence, 60 min; 330,000 tested, 0.01% active; inhibition, % at 10 µM; AID 488839, 2010;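 active = highest replicate inhibition of at least 50% and at least 75% of replicates reaching 50%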;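 note: plate controls were DMSO neutral control for no effect and GW8510 at 10 µM for full effect; many of its hits are not listed in these tables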
# Target sequence (Q00535 whole entry, looked up): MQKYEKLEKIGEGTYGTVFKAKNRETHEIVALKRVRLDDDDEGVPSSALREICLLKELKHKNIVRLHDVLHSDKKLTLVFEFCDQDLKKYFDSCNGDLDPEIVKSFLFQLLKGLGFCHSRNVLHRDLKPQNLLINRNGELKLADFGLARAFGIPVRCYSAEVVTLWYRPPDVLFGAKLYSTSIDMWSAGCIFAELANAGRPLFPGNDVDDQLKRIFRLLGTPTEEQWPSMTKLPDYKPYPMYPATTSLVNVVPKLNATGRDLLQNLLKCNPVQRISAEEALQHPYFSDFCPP
# Target sequence (Q15078 whole entry, looked up): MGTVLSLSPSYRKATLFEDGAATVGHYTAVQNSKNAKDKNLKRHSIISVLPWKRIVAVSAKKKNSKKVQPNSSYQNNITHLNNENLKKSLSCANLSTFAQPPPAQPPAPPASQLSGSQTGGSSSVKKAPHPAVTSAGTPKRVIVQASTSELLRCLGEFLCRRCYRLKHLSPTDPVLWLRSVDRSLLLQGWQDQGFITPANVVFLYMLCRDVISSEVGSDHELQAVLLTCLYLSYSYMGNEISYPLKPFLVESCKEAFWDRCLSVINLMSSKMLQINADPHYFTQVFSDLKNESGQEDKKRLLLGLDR
# * marks the source's active call; other numbers are inactive results; · = not tested or not shown. Rows are unselected. About 4.1% of those tested had a hit in this group.
SMILES,CAL PDZ FP-1,V-ATPase pH,Tat export inh,MITF TRPM1 HTS,dFosB activator,CAL PDZ FP-2,Wnt bcat act,Rtt109 HAT inh,RTF Ca sens act,CDK5 p35 inh
Cc1cc(C)nc(SCc2ccc(Br)cc2)n1,-1.3,0.3,-0.9,·,-9.2,-0.3,-0.5,-1.1,-0.7,-0.5
S=C(c1ccc2c(c1)OCO2)N1CCCC1,-2.1,3.3,-4.6,-9.0,1.1,-0.5,·,-2.7,-3.3,-0.4
COc1ccc(-n2nc(C)cc2N)cc1,-2.2,7.3,6.4,0.1,5.2,-0.2,0.6,0.3,-2.6,-1.3
O=C1CN(c2nc(-c3cccnc3)nc3sc4c(c23)CCCC4)CCN1,1.3,-6.7,2.9,24.6,4.3,-0.5,3.8,-1.8,-1.1,-0.1
COCCNC(=O)NC(=O)CN1C(=O)NC(Cc2c[nH]c3ccccc23)C1=O (stereo unspecified),2.0,-5.2,-1.4,-3.4,2.2,-3.0,-2.6,-9.1,-4.5,-0.2
O=C(NCCc1ccccn1)c1ccc2nc(Cc3ccccc3F)oc2c1,-1.8,4.2,2.1,53.9,-9.4,-0.1,16.1,-8.6,6.0,-0.6
COc1ccc(CN(CC2CCC(C(=O)O)CC2)C(=S)Nc2ccccc2OC)cc1 (stereo unspecified),·,1.6,4.4,-2.4,-1.7,0.0,0.4,-0.4,6.8,-4.0
CC(=O)Nc1ccccc1Sc1ccccc1,-3.5,-0.9,-6.2,3.1,-1.7,-0.4,-1.4,3.3,-3.4,-0.7
Cc1cc(C(=O)NCc2ccco2)on1,2.5,-1.0,-5.4,·,-0.7,-0.2,-0.8,-6.1,0.1,-1.3
CC1CCc2c(sc(NC(=O)c3ccc(-c4ccccc4[N+](=O)[O-])o3)c2C#N)C1 (stereo unspecified),-0.6,-1.4,-6.9,31.7,-1.5,-0.6,·,-25.7,4.8,1.1
CCOc1ccc(C(=S)NC2CCCCC2)cc1,-1.4,1.6,4.2,37.0,-1.8,-1.7,·,0.4,2.1,0.5
O=C(NCCCN1CCOCC1)C1CCCN(S(=O)(=O)N2CCCCC2)C1 (stereo unspecified),2.1,1.9,-4.1,-3.1,3.1,0.1,1.8,-59.8,2.0,2.2
O=C(Cc1c(Cl)cccc1Cl)NC1CC1,-8.0,0.3,-6.5,-7.5,-0.7,·,-0.3,-0.8,11.0,-0.3
O=C(CCn1cnc2ccccc2c1=O)Nc1cccc(Cl)c1,3.2,-3.5,-4.5,4.0,2.5,-1.4,0.2,-2.7,-7.0,-0.9
COc1ccc(-n2nc3c(N4CCC(C(=O)NC5CCCCC5)CC4)nnc(C)c3c2C)cc1,·,2.5,-1.1,-47.1,-6.7,-1.7,·,-0.8,0.9,0.4
N=C1C(c2nc3ccccc3[nH]2)=C(O)CN1c1ccccc1,-2.9,7.7,-7.5,44.6,2.8,-0.3,5.6,-11.0,0.7,-0.6
COc1cc(/C=N/O)cc(Cl)c1OC,-3.6,5.1,-5.5,-3.7,2.8,-0.4,-0.7,4.3,5.5,0.4
Cc1ccc(NC(=O)Cn2c(=O)oc3ccccc32)cc1,-2.3,-3.3,2.3,13.3,5.1,-0.9,2.0,-1.6,3.0,0.5
CCCn1c(SCC(=O)N2CC(=O)Nc3ccccc32)nc2ccccc21,-4.9,-0.3,-6.5,-17.0,-7.8,-2.3,-0.7,·,-5.2,-0.5
CCC(C)NC(=O)c1ccccc1NC(=O)/C(=C/c1ccc(OC)cc1)c1ccccc1 (stereo unspecified),-4.4,-0.6,4.0,0.9,0.2,-0.9,1.4,-3.0,-0.2,0.2
O=C(CC(c1ccco1)C1CCCCC1=O)c1ccco1 (stereo unspecified),-1.2,-1.7,-1.9,4.8,-4.6,-0.1,·,-4.7,-0.4,-1.2
CCc1cccc(Oc2nn[nH]n2)c1,-1.0,-2.1,-7.1,14.4,1.5,-0.9,-3.4,4.9,-2.7,-2.3
Cn1cnc2c(N3CCCCC3)nccc21,-2.0,4.0,9.3,-13.8,2.2,·,·,1.9,-5.5,-2.4
O=C(O)CCn1c(=O)[nH]c(=O)n(CCC(=O)O)c1=O,-2.7,0.4,-2.9,-24.1,4.1,-0.6,-0.6,2.4,-6.6,0.8
COc1ccc(C(=O)N2CC3(C)CC2CC(C)(C)C3)cc1 (stereo unspecified),-2.4,5.9,19.9,10.0,-9.3,-0.6,1.8,17.2,-3.8,-1.5
CCCCn1c(N)c(N(CCOC)C(=O)C2CCN(c3ncnc4sc(C)c(C)c34)CC2)c(=O)[nH]c1=O,0.8,-1.6,4.6,2.0,-5.2,-1.8,-1.0,2.6,4.0,0.8
CCOC(=O)C1=C(N)Oc2c(oc(CO)cc2=O)C1c1ccc(F)c(F)c1 (stereo unspecified),-3.8,2.5,0.2,-7.5,-6.4,-0.4,2.9,2.9,-2.5,-0.3
CCC(=O)Nc1cccc(C2=NOC3(C2)C[C@@H](C(N)=O)N(C(=O)CC(c2ccccc2)c2ccccc2)C3)c1 (stereo partly specified),-2.6,0.4,-6.4,2.2,-7.6,-1.3,-2.6,13.6,1.8,-0.3
Cc1ccc(S(=O)(=O)N(CCC(=O)O)c2ccccc2)cc1,-5.0,1.3,-2.7,1.8,-5.6,-0.8,-5.7,0.8,-4.7,0.9
CCCCCCCN1C2=NCCN2c2ccccc21,1.2,21.6*,1.9,2.0,-3.0,-2.8,0.2,1.7,6.3,-1.4
CC1C(=O)Nc2ccccc2N1C(=O)c1ccc(O)cc1 (stereo unspecified),1.7,0.1,-5.8,-7.6,0.0,-1.5,0.4,-3.5,6.0,0.3
O=C(CCc1nc2ccccc2c(=O)[nH]1)Nc1nnc(SCc2ccccc2)s1,-4.0,0.0,0.1,11.6,-5.3,-1.5,0.1,0.8,-3.0,1.1
COC(=O)[C@H](C)[C@H]1C[C@]1(C)[C@H](NC(=O)OCc1ccccc1)c1ccccc1,-1.2,2.5,7.3,14.3,1.3,-0.8,-1.1,5.8,-3.6,-0.1
COc1ccc(NC2CCCN(C(=O)CCN3Cc4ccccc4C3=O)C2)cc1 (stereo unspecified),-2.3,0.9,5.5,0.9,1.5,-2.4,-0.1,1.2,1.2,1.6
COc1ccc(OCc2n[nH]c(=S)o2)cc1,·,2.9,6.4,-0.7,5.3,-2.7,·,-4.8,-3.8,-0.7
CC(=O)N1Cc2ccccc2CC1C(=O)OCC(=O)c1c(N)n(C)c(=O)n(C)c1=O (stereo unspecified),-4.8,4.5,-1.9,-4.7,-7.5,-4.1,0.1,-5.9,-1.6,-0.5
CCOC(=O)C1CCN(C(=O)COC(=O)C2CCN(S(=O)(=O)c3ccc(C)c(C)c3)CC2)CC1,0.9,-1.0,-8.9,-1.8,-1.6,-2.6,0.0,1.6,-4.3,0.3
CCOc1ccc(C2Nc3ccccc3NC3=C2C(=O)CC(C)(C)C3)cc1OC (stereo unspecified),-3.4,0.5,6.2,-4.8,-0.5,2.4,0.9,6.0,-2.1,0.7
COc1ccc(-c2noc(COc3ccc(Cl)c(C)c3)n2)cc1,·,3.6,-0.1,·,-2.8,-0.1,-0.5,-13.3,5.4,-9.9
CCOc1ccccc1C(=O)N/N=C/c1coc2ccc(Cl)cc2c1=O,-2.2,-2.8,4.5,-9.9,-6.9,-3.0,1.6,0.7,2.2,0.2
COc1ccc(NC(=O)c2cc(-c3ccc(C)cc3)on2)cc1,-1.4,0.2,-0.4,·,0.8,-1.1,2.4,-5.4,7.5,-0.3
CN(CC(=O)Nc1ccccc1C(=O)NC1CC1)Cc1ccco1,-3.4,-0.5,5.4,0.5,3.5,-2.3,-1.9,-7.6,-1.3,1.0
COc1ccc(-n2c(SCC(=O)OC(C)C)nnc2-c2ccccn2)cc1,1.3,-0.1,4.7,0.5,-4.2,0.0,·,6.8,-4.7,-0.6
CCN(CC)S(=O)(=O)c1cc(NC(=O)CN2C(=O)NC(C)(c3ccccc3)C2=O)ccc1C (stereo unspecified),-1.3,1.9,-1.1,-5.9,-13.5,-0.4,-1.7,1.7,3.0,-1.8
CCOc1cc(CNCC(C)C)cc(Cl)c1OCc1ccccc1,3.8,2.1,-5.6,9.0,-10.0,-0.6,-1.1,8.6,-3.5,0.8
O=C(NNC(=O)c1ccccn1)c1cccc([N+](=O)[O-])c1,3.0,-2.0,-6.7,-5.2,-3.3,0.2,-0.4,2.2,2.1,-0.6
O=C(COc1ccc(Cl)cc1)NCCCNC(=O)c1cnccn1,-3.4,-3.2,-7.6,3.4,7.3,-3.3,1.2,-10.9,3.7,-0.7
O=C1C2C3C=CC(CC3)C2C(=O)N1c1cccc(Br)c1 (stereo unspecified),-0.3,-3.5,8.1,·,-1.9,-1.3,-1.7,-8.9,7.1,0.6
CC(=O)Nc1ccc(S(=O)(=O)N2CCN(CCCOc3ccccc3Cl)CC2)cc1,-4.4,4.8,7.1,·,-8.4,7.7,-6.4,3.0,3.0,-0.5
Cc1ccc(N(CC(=O)N2CCOCC2)S(=O)(=O)c2ccccc2)cc1,-4.0,1.7,0.6,·,0.6,-3.3,-5.2,25.8,2.7,-2.2
# New compounds follow
SMILES,CAL PDZ FP-1,V-ATPase pH,Tat export inh,MITF TRPM1 HTS,dFosB activator,CAL PDZ FP-2,Wnt bcat act,Rtt109 HAT inh,RTF Ca sens act,CDK5 p35 inh
CCOc1ccc(N(CC(=O)N/N=C/c2cc([N+](=O)[O-])ccc2Cl)S(C)(=O)=O)cc1,1.5,-1.4,13.0,·,-3.9,-2.3,-0.8,3.3,-1.7,-9.5
COc1ccccc1-c1cc(C(=O)NC(C)C)no1,·,-0.6,4.0,38.7,-15.5,-0.1,16.0,14.1,-4.7,0.1
O=C(CNS(=O)(=O)c1ccccc1)Nc1ccc(F)cc1F,9.6,-3.8,0.7,13.7,-10.9,-3.5,0.7,-5.3,4.5,1.4
CCOc1ncccc1C(=O)N(C)CC(=O)Nc1ccccc1SC,-7.9,-5.3,-2.0,0.5,-10.9,-0.9,·,-3.7,0.5,0.8
COc1ccc(C(=O)NCC2(c3ccccc3)CCCC2)c(OC)c1,-3.3,3.0,17.0,-6.4,-14.3,·,9.3,-0.9,1.0,-1.0
